# Bioassay records (PubChem BioAssay)
# All columns: NCI-60 one-dose screen, growth in % after 48 h at 10 µM unless noted; 100 = growth as untreated, 0 = no growth, -100 = all killed.
# IGROV1: IGROV1 ovarian cancer | hit rate 4.7% among 79,000
# OVCAR-4: OVCAR-4 ovarian cancer cells; hit rate 3.7% among 80,000; AID 1794784
# DU-145: DU-145 prostate cancer. hit rate 4.2% among 81,000. AID 1794760
# SK-OV-3: SK-OV-3 ovarian cancer cells. hit rate 3.2% among 80,000
# NCI/ADR-RES: NCI/ADR-RES ovarian cells | hit rate 4.4% among 81,000 | AID 1794790
# OVCAR-5: OVCAR-5 ovarian cancer; hit rate 2.9% among 82,000; AID 1794783
# OVCAR-3: OVCAR-3 ovarian cancer | hit rate 7% among 79,000
# OVCAR-8: OVCAR-8 ovarian cancer; hit rate 4.4% among 81,000
# Numbers without * were called inactive; . = not tested or not shown; & = joins results of further samples. Rule for the calls: active = growth percent below 10; inactive = the rest. An unsorted share of the library (roughly 9.5% active in at least one column).
SMILES,IGROV1,OVCAR-4,DU-145,SK-OV-3,NCI/ADR-RES,OVCAR-5,OVCAR-3,OVCAR-8
CCCc1cc(=O)oc2c(C(=O)CC(C)C)c(O)c(CC=C(C)C)c(O)c12,36.9,30.5,31.3,23.3,0.2*,53.8,13.6,22.3
CCC(=O)Oc1c(C)cc(O)c2ccccc12,88.2,82.3,107.2,103.8,85.2,105.4,72.6,81.4
O=C(Nc1ccncc1)C(=O)c1cn(S(=O)(=O)c2ccc(Cl)cc2)c2ccccc12,39.7,49.0,27.7,91.7,-4.9*,64.7,-22.3*,42.5
Cc1c(-c2cn(C3CC3)c3cc(N4CCNCC4)c(F)cc3c2=O)ssc1=S,129.1,105.6,117.2,114.5,97.8,112.4,122.4,101.0
O=C(/C=C\c1ccco1)CCN1CCCCC1,107.4,117.0,111.0,106.0,102.1,107.0,118.3,102.3
Cc1ccc2c(CC(=O)Nc3nc4ccccc4[nH]3)coc2c1,22.4,114.6,123.0,122.6,104.4,103.9,111.9,74.0
CC(=O)NC(C(C)=O)C(C)=O,117.1,111.4,106.4,105.1,109.8,109.2,114.2,108.7
O=C(CSc1nc2ccccc2c(=O)[nH]1)NNC(=O)c1ccc([N+](=O)[O-])cc1,102.9,99.6,100.7,116.0,94.1,88.7,96.8,107.7
NS(=O)(=O)c1ccc(Nc2nc(SCc3ccccc3)nc3ccccc23)cc1,90.9,58.0,61.7,91.3,102.4,83.3,84.7,60.6
S=C(Nc1ccc(Cl)cc1)c1ccccn1,93.3,96.9,104.8,94.3,96.6,102.4,109.4,92.7
CC(=O)Nc1n[nH]c(=S)s1,.,107.1,108.3,121.4,284.3,44.1,111.7,90.3
CC(=O)/C(=C/c1cccc(Cl)c1)C(=O)c1ccccc1,83.0,89.6,92.2,96.3,75.8,94.1,96.1,85.2
CC1=NNC(=O)C1NNc1ccccc1 (stereo not drawn),125.2,127.4,120.4,107.9,105.5,102.5,125.3,108.1
COc1ccc(Cn2cc3c(c2-c2cc(OC)c(OC)c(OC)c2)CCc2c(CN4CCCC4)noc2-3)cc1,29.9,55.2,22.7,41.0,9.2*,27.9,-16.0*,42.5
C=C(CNCCc1ccc(O)cc1)[C@@H]1CC[C@]2(CO)CC[C@]3(C)[C@H](CC[C@@H]4[C@@]5(C)CCC(NCCc6ccc(O)cc6)C(C)(C)[C@@H]5CC[C@]43C)[C@@H]12 (stereo partly drawn),-78.4*,-81.7*,-98.6*,-97.4*,-54.5*,-86.3*,-94.2*,-78.1*
COc1ccccc1/C=N\NC(=O)C(=O)N/N=C\c1ccccc1OC,106.3,102.3,114.5,105.0,103.8,101.7,120.6,99.1
O=C(O)c1cc(N=Nc2ccc(-c3ccc(N=Nc4ccc(N=Nc5ccc(O)c(C(=O)O)c5)c5cc(S(=O)(=O)O)ccc45)cc3)cc2)ccc1O,104.9,94.2,107.4,99.8,100.5,103.7,.,99.7
O=c1cc(-c2sc(N3CCCC3)nc2-c2ccccc2)c2cc(Cl)ccc2o1,73.8,91.4,98.9,73.1,91.5,99.6,99.0,99.1
Cc1nc(N)sc1Sc1nc2ccc(Cl)cc2c(=O)n1Cc1ccccc1,91.2,79.1,100.8,114.4,98.4,101.5,85.1,94.6
COc1cccc(-c2cc(-c3ccc(C)s3)c(C#N)c(=O)[nH]2)c1,90.4,79.3,94.2,112.5,84.9,101.3,99.5,99.7
Cc1ccc(/C=C/C(=O)O)cc1-c1cc2c(cc1C)C(C)(C)C=CC2(C)C,98.6,85.9,100.6,100.7,85.4,97.4,87.9,92.4
CC(=O)NS(=O)(=O)c1ccc(OCCCOc2ccc(S(=O)(=O)NC(C)=O)cc2)cc1,102.6,114.8,111.1,101.4,99.9,102.6,119.7,96.5
CC(=O)Oc1ccccc1C(=O)Oc1ccc(C(=O)/C=C/c2ccccc2)cc1,122.0,94.8,113.3,116.8,98.9,116.4,127.3,103.3
N/C(=N/N=C/c1cc(Br)cc(Br)c1O)NO,111.9,102.3,137.5,97.4,105.8,108.9,99.1,111.5
COc1ccc2c(c1)c(/C=C(\C#N)C(=O)N1c3ccccc3Sc3ccc(SC)cc31)cn2C,79.4,106.1,103.7,.,91.9,88.3,105.7,97.7

# Following part
SMILES,IGROV1,OVCAR-4,DU-145,SK-OV-3,NCI/ADR-RES,OVCAR-5,OVCAR-3,OVCAR-8
COc1ccc(CCN2C(=O)/C(=C/c3csc(C#N)n3)SC2=S)cc1,26.8,38.4,0.4*,96.3,47.0,76.7,-39.0*,-5.3*
COc1ccc(C(=O)C[n+]2ccc(/C=C/c3ccncc3)cc2)cc1,85.0,82.3,99.6,98.5,101.0,88.7,82.1,53.8
Fc1ccc(-c2nnc(Nc3ccc(Cl)cc3)o2)cc1,97.2,116.2,104.9,102.6,113.8,102.8,102.7,107.7
Cc1oc2nc[nH]c(=O)c2c1C(=O)/C=C/c1ccc(F)cc1,71.0,79.1,66.6,95.4,69.7,124.7,75.2,71.1
COc1cc(/C=C2\CC/C(=C\c3cc(CN4CCCC4)c(O)c(OC)c3)C2=O)cc(CN2CCCC2)c1O,94.8,102.1,101.8,115.6,103.1,124.3,103.1,113.4
C[n+]1ccccc1C=O,102.0,112.2,109.9,94.6,105.3,111.5,112.2,.
CCCCN(C1CCN(C(=O)OC(C)(C)C)CC1)S(=O)(=O)NC(=O)OC(C)(C)C,115.6,97.1,106.4,103.6,93.8,91.9,103.6,108.9
Cc1ccc(C(=O)c2ccc(CC(=O)O)n2C)cc1,101.7,114.6,116.6,109.7,111.9,.,127.3,108.6
CCCCOc1ccc(SCCCN2CCOCC2)cc1,101.3,97.8,101.7,97.6,96.8,98.7,93.6,104.3
COc1ccc(C2=NOC3C(O)[C@@H]4OCC(O4)[C@H]23)cc1 (stereo partly drawn),107.7,102.8,110.5,87.8,94.5,93.0,115.4,95.7
COc1ccc([C@H]2[C@H](C(=O)N(C)C)c3ccccc3C(=O)N2c2ccc(OC)cc2)cc1,103.8,107.7,113.9,101.1,99.6,99.7,109.9,99.7
N#CC(c1cccc([N+](=O)[O-])c1)C(CC(=O)c1ccccc1)c1ccccc1 (stereo not drawn),87.0,.,102.2,87.5,84.5,96.3,97.3,95.7
CCN(CC)c1ccc(/C=N/NC(=O)c2ccc(S(N)(=O)=O)cc2)c(O)c1,17.6,32.6,31.1,32.2,18.0,50.0,.,13.1
CSc1ncc(Br)c(Nc2ccccc2Cl)n1,104.4,104.7,103.9,99.4,104.6,101.9,111.0,101.7
O=C1CC(c2ccc(Cl)cc2)c2cnn(Cc3ccc4c(c3)OCO4)c2N1 (stereo not drawn),90.6,85.8,99.5,82.8,84.4,87.0,99.3,88.9
CCc1cccc2c3c(sc12)C(c1ccc(OC)cc1)c1c(nc(CC(=O)Nc2ccccc2)[nH]c1=O)O3 (stereo not drawn),44.3,105.1,100.8,80.7,53.8,92.0,85.0,103.7
COc1ccc(-c2n[nH]c(=O)c3nc(NC(=S)Nc4ccc(Oc5ccccc5)cc4)sc23)cc1,103.8,95.0,102.1,94.9,108.5,104.4,104.9,86.5
Cc1ccc(S(=O)(=O)n2cnc(NS(=O)(=O)c3cc(C)c(Cl)cc3SCc3ccccc3)n2)cc1,51.4,137.1,120.9,176.5,113.6,108.2,122.0,106.1
O=C(Nc1ccccc1)Nc1ccccc1CNc1nc(Nc2ccc(OCCN3CCCC3)cc2)ncc1Cl,84.2,19.5,88.0,86.1,71.0,106.0,2.3*,50.4
CCCCCCCCCCCC1=NC(C)(CO)CO1 (stereo not drawn),102.9,91.8,107.5,95.8,101.3,85.7,116.8,100.7
O=C(O)c1cc([N+](=O)[O-])cc2ccccc12,105.4&88.5,117.7&114.4,109.1&106.6,108.6&103.3,108.2&114.5,109.9&98.6,104.9&102.5,108.7&101.8
CCOC(=O)c1ccc2c(c1)NCc1cccc(OC)c1O2,.,86.3,100.5,94.3,85.0,85.8,86.4,101.0
O=C(CN1CCOCC1)n1c(-c2ccccc2)nc2ccccc21,103.2,102.2,112.7,103.5,101.0,99.3,109.0,106.2
COc1cc(-c2cc(-c3ccc(Cl)cc3)nc3nc(N)[nH]c(=O)c23)ccc1Oc1ccnc2cc(Cl)ccc12,96.0,107.0,95.1,102.2,107.1,112.2,108.8,96.3
CSC1=Nc2c(c(C)c(C)n2CCCC(=O)O)C2=NC(=O)CN12,101.3,104.5,117.8,112.6,114.2,116.8,112.7,111.1

# Other compounds follow:
SMILES,IGROV1,OVCAR-4,DU-145,SK-OV-3,NCI/ADR-RES,OVCAR-5,OVCAR-3,OVCAR-8
Cc1ccc(CNc2ccc3nc(NC(=O)CN4CCCCC4)sc3c2)cc1,93.4,88.7,97.2,99.1,92.7,104.9,96.1,91.2
COc1cc2c(c(OC)c1C(=O)CC(O)c1ccccc1)C=CC(C)(C)O2 (stereo not drawn),90.9,85.2,103.7,104.0,101.1,99.9,101.5,99.9
NS(=O)(=O)c1ccc(-n2cc(CN3CCCC3)nn2)cc1,108.8,100.8,104.8,115.4,108.4,103.9,106.5,106.4
COc1ccc(C2=Nc3c(N)nc(N)nc3NC(c3ccc4c(c3)OCO4)C2)cc1 (stereo not drawn),88.5,84.5,111.4,95.2,88.5,100.4,93.8,96.5
O=C1c2ccccc2C(=O)c2c1c(C(=O)NCc1ccccc1)c1ccccn21,97.8,104.6,104.0,102.1,103.3,110.9,116.0,93.9
COc1cc(NC(=O)C(C)C)ccc1C(=O)NC(=S)Nc1ccc(C(=O)O)cc1,72.5,94.4,102.6,95.3,97.5,94.5,81.0,91.0
O=C(c1ccc(F)cc1)c1ccc(F)cc1,117.6,101.6,109.8,97.5,107.4,108.9,112.2,102.4
CCOC(=O)C1=C(CSc2nnnn2-c2ccccc2)N(C)C(=O)NC1c1ccccc1 (stereo not drawn),97.5,96.3,104.9,123.6,86.7,106.8,104.8,111.9
O=S(=O)(NCCCl)c1cc(Cl)c(Cl)cc1Cl,114.5,89.0,102.5,100.9,92.9,101.7,106.8,93.6
Nc1ccn(C2OC(F)(CO)C(O)C2F)c(=O)n1 (stereo not drawn),49.8,73.2,24.6,33.4,18.4,97.4,66.8,22.4
COc1ccc([C@@H](C[C@H](C)CO)c2cc3ccccc3o2)cc1,95.1,98.9,108.0,98.9,81.2,93.2,109.4,98.6
Cc1ccc(-c2cc(O)c(-c3ccc(C)cc3C)cc2O)c(C)c1,86.9,41.2,80.0,82.7,52.2,96.9,67.8,47.7
C=CCn1c(SCC(=O)Nc2ccc(C(=O)/C=C/c3cccc([N+](=O)[O-])c3)cc2)nnc1-c1c[nH]c2ccccc12,82.7,74.9,97.0,105.9,101.3,96.8,99.8,90.4
COc1ccc(C(=O)Nn2c(N)cc3cc(Br)ccc3c2=O)cc1,105.1,104.0,168.3,110.1,104.3,105.3,90.4,115.4
CC(C)(C)C#C/C(=N\Nc1ccc([N+](=O)[O-])cc1[N+](=O)[O-])c1ccccc1,108.0,116.3,98.7,106.6,106.5,112.9,103.4,93.9
CC(=O)Nc1cccc(Nc2c(C#N)cnc3ccc(NC(N)=O)cc23)c1,99.0,97.7,113.0,99.6,111.5,95.0,102.2,100.8
Cc1ccccc1NC(=O)N(O)C1(C#N)CCCCC1,157.3,.,111.0,119.5,108.9,99.8,109.5,99.3
CCCCCC(=C/c1ccccc1)/C=N/O,96.7,100.5,105.6,107.7,94.5,97.2,103.4,94.1
CC(O)c1ccccc1 (stereo not drawn),95.1,109.0,120.4,97.6,96.9,90.9,120.1,89.6
Oc1ccccc1C=NCCSSCCN=Cc1ccccc1O,92.7,103.0,106.3,93.3,103.8,104.8,107.7,95.9
CN1c2ccccc2Sc2cc(C=C(C#N)C#N)ccc21,75.6,104.8,110.3,.,89.7,38.0,105.9,94.4
CCC(N)C(O)(c1ccccc1)c1ccccc1 (stereo not drawn),101.4,109.8,107.5,97.8,100.0,110.4,102.4,98.3
COc1ccc(/C=N/n2c(CN3CCOCC3)nc3ccccc3c2=O)cc1,99.1,98.3,105.5,106.3,92.0,101.9,109.6,106.5
O=C(CSc1nc2ccccc2c(=O)[nH]1)NNC(=O)c1ccc(Cl)cc1,110.1,108.3,107.5,111.6,96.4,97.7,109.1,102.6
O=c1[nH]c2cc(-c3ccccc3)nn2c2ccccc12,85.2,101.4,87.3,98.6,107.7,111.7,134.0,103.4
